Rac1 act GTP bind: alters GTP binding to activated mutant human Rac1 | percent activity (GTP binding), % at 10 µM | P63000 | AID 764 | GST-Rac1 activated beads, fluorescent GTP binding, flow cytometry; actives lie on both sides; 100% means binding = to untreated wells | 190,000 tested, 0.11% active;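 active = GTP binding at least 20 percentage points away from the 100% baseline, in either direction, so actives lie on both sides; inconclusive = Compound likely fluorescent itself, or too few beads counted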
Cdc42 wt: human Cdc42 wildtype GTP binding change, either direction. P60953. GST-Cdc42 beads, Bodipy-GTP binding, flow cytometry; actives lie on both sides. percent activity (GTP binding), % at 10 µM. 190,000 tested, 0.2% active;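 active = percent activity GTP binding at least 20 points away from the 100% baseline, either down as inhibitor or up as activator; inconclusive = compound flagged as likely green fluorescent from well-wide comparison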;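 also: median bead fluorescence of bound Bodipy-FL-GTP at 100 nM; 0% = excess unlabeled GTP control and 100% = no compound control; below 100% means less GTP binding so inhibitor and above means activator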
Target sequence (P60953 whole entry, looked up): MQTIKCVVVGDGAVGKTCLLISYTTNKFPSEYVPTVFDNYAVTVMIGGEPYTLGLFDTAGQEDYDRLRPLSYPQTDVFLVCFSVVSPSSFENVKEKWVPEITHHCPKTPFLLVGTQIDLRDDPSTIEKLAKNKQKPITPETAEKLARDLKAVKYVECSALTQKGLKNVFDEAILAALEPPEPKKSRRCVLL
Rab7 wt GTP bind: dog Rab7 wildtype GTP binding, inhibitors and activators; 190,000 tested, 0.055% active; GTP binding activity (percent of control), % at 10 µM; GST-Rab7 beads, fluorescent GTP binding, flow cytometry; actives lie on both sides; untreated = 100%, excess cold GTP = 0%; AID 758;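 active = fluorescent GTP binding to Rab7 beads changed by at least 20 points from the 100% baseline, either direction, mostly lower; inconclusive = compound itself probably fluorescent, or too few beads counted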;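 also: median green fluorescence of bound Bodipy-FL-GTP per Rab7 bead population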
Bcl-W Bim block: disrupts Bim peptide binding to human Bcl-W | Q92843 | bead-based flow cytometry | inhibition, % at 10 µM | 190,000 tested, 0.02% active | AID 952;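 also: 0% = bound tracer without compound and 100% = peptide blocker; higher means less fluorescent Bim peptide bound to Bcl-W beads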
Target sequence (Q92843 whole entry, looked up): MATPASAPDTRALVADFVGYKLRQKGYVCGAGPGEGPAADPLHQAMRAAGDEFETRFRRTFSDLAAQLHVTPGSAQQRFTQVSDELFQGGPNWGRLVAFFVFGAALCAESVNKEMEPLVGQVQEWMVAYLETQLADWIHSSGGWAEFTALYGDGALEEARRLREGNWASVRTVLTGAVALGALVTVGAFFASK
Bcl-2 Bim block: human Bim-Bcl-2 interaction inhibition | P10415 | Bead-based flow cytometry, Bim peptide-Bcl-2 binding | inhibition, % at 10 µM | 190,000 tested, 0.06% active | AID 950; in the data active = inhibition above about 40%; inconclusive = no clear call, values can overlap the other calls;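 also: 0% = no compound wells with probe peptide and 100% = reference peptide inhibitor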
HRas wt GTP bind: changes GTP binding to wildtype human HRas; AID 759; GTP binding activity, % at 10 µM; GST-Ras wt beads, Bodipy-FL-GTP binding, flow cytometry; actives lie on both sides; 190,000 tested, 0.14% active; P01112;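 active = GTP binding activity at least 20% away from the 100% baseline, either lowered as inhibitor or raised as activator; inconclusive = flagged as likely green fluorescent, judged across all proteins in the well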;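 also: 0% = unlabeled GTP competition control and 100% = no-compound control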
Target sequence (P01112 whole entry, looked up): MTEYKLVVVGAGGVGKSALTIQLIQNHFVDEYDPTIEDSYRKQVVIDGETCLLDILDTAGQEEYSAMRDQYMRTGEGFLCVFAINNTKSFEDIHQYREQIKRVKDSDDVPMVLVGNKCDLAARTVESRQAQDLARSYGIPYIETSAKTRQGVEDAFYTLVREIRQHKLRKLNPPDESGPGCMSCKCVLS
Bim-Bcl-XL: disrupts Bim peptide binding to human Bcl-XL | bead flow cytometry, fluorescence | Q07817 | inhibition, % at 10 µM | 190,000 tested, 0.04% active
Target sequence (Q07817 whole entry, looked up): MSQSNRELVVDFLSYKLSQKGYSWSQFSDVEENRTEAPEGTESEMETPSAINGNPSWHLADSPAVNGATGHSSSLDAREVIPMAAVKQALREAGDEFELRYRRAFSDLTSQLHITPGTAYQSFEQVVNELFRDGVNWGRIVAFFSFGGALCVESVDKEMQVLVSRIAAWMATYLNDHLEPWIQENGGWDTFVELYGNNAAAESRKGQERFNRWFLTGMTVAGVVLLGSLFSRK
Bcl-B Bim block: disrupts Bim peptide binding to human Bcl-B; bead-based flow cytometry; inhibition, % at 10 µM; 190,000 tested, 0.073% active; AID 951;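 also: 0% = tracer peptide without compound and 100% = reference inhibitor peptide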
Target sequence (Q9HD36 whole entry, looked up): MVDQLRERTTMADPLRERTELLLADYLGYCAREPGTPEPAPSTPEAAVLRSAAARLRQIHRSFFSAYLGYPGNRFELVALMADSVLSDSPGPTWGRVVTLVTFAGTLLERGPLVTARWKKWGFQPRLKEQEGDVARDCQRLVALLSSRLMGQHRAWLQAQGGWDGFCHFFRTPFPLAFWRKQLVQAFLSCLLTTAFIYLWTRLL
Rac1 wt GTP bind: alters GTP binding to wildtype human Rac1. P63000. GST-Rac1 beads, fluorescent GTP binding, flow cytometry; actives lie on both sides; 0 = cold GTP competed, 100 = untreated. GTP binding activity (% of control), % at 10 µM. 190,000 tested, 0.27% active;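 active = GTP binding activity at least 20 points away from the 100% control level, either lower or higher; inconclusive = compound flagged as likely green fluorescent, judged across all proteins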
Rab2A wt mod: changes GTP binding to wildtype dog Rab2A, up or down | AID 760 | GST-Rab2 wt beads, Bodipy-GTP binding, flow cytometry | GTP binding activity, % at 10 µM | P61105 | 190,000 tested, 0.19% active;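 active = GTP binding activity at least 20 points away from 100%, either lowered or raised; inconclusive = signal likely due to the compound's own green fluorescence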;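 also: 0% = beads with excess unlabeled GTP and 100% = no-compound control corrected for plate trend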
Bim-Bfl-1: disrupts Bim binding to human Bfl-1; Q16548; Bead-based flow cytometry, Bim-Bfl-1 binding inhibition; inhibition, % at 10 µM; 190,000 tested, 0.12% active;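 also: 0% = wells without compound plus tracer and 100% = blocker peptide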
* hit, by the source's call; ? = inconclusive. Rule as the data show it, unless noted: active = inhibition above about 40%.

SMILES	Rac1 act GTP bind	Cdc42 wt	Rab7 wt GTP bind	Bcl-W Bim block	Bcl-2 Bim block	HRas wt GTP bind	Bim-Bcl-XL	Bcl-B Bim block	Rac1 wt GTP bind	Rab2A wt mod	Bim-Bfl-1
O=C(c1ccc(F)cc1)N1CCN(C2CCC(c3ccccc3)CC2)CC1 (stereo not given)	101	102	97	-2	1	100	-2	-1	101	99	-6
CCCC(=O)Nc1ccccc1NC(=O)c1ccc(OC)cc1	94	97	93	1	-5	95	-4	-1	95	96	-2
C[N+]1(CCN2C(=O)C3CC=C(Cl)CC3C2=O)CCOCC1 (stereo not given)	96	98	101	0	-10	99	-7	-6	101	99	-15
Cc1c(C2C(C#N)=C(N)N(c3cccc([N+](=O)[O-])c3)C3=C2C(=O)CCC3)cnn1C (stereo not given)	94	97	94	0	0	95	0	-3	97	96	-3
N#Cc1c(NC(=O)CCN2C(=O)c3ccccc3C2=O)oc(-c2ccccc2)c1-c1ccccc1	96	101	102	2	-11	102	-5	-10	103	100	-13
O=C(CSc1ccc(-c2ccccn2)nn1)c1ccc([N+](=O)[O-])cc1	90	86	92	-3	-2	92	-2	-6	91	90	-3
COC(=O)CSc1nnnn1-c1cccc2ccccc12	98	100	99	-3	-3	100	-2	-5	101	99	-2
O=C(N/N=C/c1ccncc1)c1ccc(COc2cccc3cccnc23)cc1	95	96	94	-2	1	94	2	7	98	93	6
CCS(=O)(=O)NCc1csc(C)n1	102	106	100	0	0	103	-3	0	104	103	0
O=C(Nc1ccc(-c2nnc(-c3ccccc3)o2)cc1)C1CCCO1 (stereo not given)	100	105	101	4	0	102	-1	-1	104	102	-11
COc1cc(OC)c(-n2cc(-c3ccc(Cl)cc3)[nH]c2=O)cc1Cl	97	97	97	-1	-3	96	-3	-11	99	95	-10
Cc1cc(C)n(-c2cccc(C(=O)O)c2)n1	90	92	96	10	0	93	4	1	92	91	6
Clc1ccccc1N/N=C/c1ccc2c(c1)OCO2	97	99	102	0	2	101	-3	1	107	104	1
Cc1cc(=O)n(CCC(=O)O)c2ccccc12	95	97	94	1	0	97	4	2	97	95	3
Cc1ccccc1OCC(O)Cn1c(Br)nc2c1c(=O)n(C)c(=O)n2C (stereo not given)	98	100	97	-4	-1	97	-8	-8	104	96	0

Some of these compounds in order of the Rac1 wt GTP bind value, largest number first:
SMILES	Rac1 act GTP bind	Cdc42 wt	Rab7 wt GTP bind	Bcl-W Bim block	Bcl-2 Bim block	HRas wt GTP bind	Bim-Bcl-XL	Bcl-B Bim block	Rac1 wt GTP bind	Rab2A wt mod	Bim-Bfl-1
O=C(Nc1ccc(-c2nnc(-c3ccccc3)o2)cc1)C1CCCO1 (stereo not given)	100	105	101	4	0	102	-1	-1	104	102	-11
O=C(c1ccc(F)cc1)N1CCN(C2CCC(c3ccccc3)CC2)CC1 (stereo not given)	101	102	97	-2	1	100	-2	-1	101	99	-6
O=C(N/N=C/c1ccncc1)c1ccc(COc2cccc3cccnc23)cc1	95	96	94	-2	1	94	2	7	98	93	6
Cc1cc(=O)n(CCC(=O)O)c2ccccc12	95	97	94	1	0	97	4	2	97	95	3
CCCC(=O)Nc1ccccc1NC(=O)c1ccc(OC)cc1	94	97	93	1	-5	95	-4	-1	95	96	-2

Going on with the list.
SMILES	Rac1 act GTP bind	Cdc42 wt	Rab7 wt GTP bind	Bcl-W Bim block	Bcl-2 Bim block	HRas wt GTP bind	Bim-Bcl-XL	Bcl-B Bim block	Rac1 wt GTP bind	Rab2A wt mod	Bim-Bfl-1
Cn1cc(CN2CCN(Cc3cccnc3)CC2)c(-c2ccc3c(c2)OCCO3)n1	96	92	101	0	0	96	-1	-2	96	99	-4
CCOc1cc(CNc2ccc(N3CCCC3)cc2)cc(Cl)c1OC	94	99	100	3	1	100	0	0	102	96	4
N#C/C(=C\c1cccc([N+](=O)[O-])c1)C(=O)Nc1cccnc1	90	93	91	0	-3	94	-4	7	94	93	4
COc1c(C)cc(C(=O)C2CCCN(C(=O)/C=C/c3ccccn3)C2)cc1C (stereo not given)	93	95	99	0	-4	95	-7	-13	96	97	-4
CC(=O)c1cc2c(cc1NC(=O)CN1CCN(c3ccc(F)cc3)CC1)OCO2	95	101	98	-3	-14	96	-5	-5	103	98	-14
COc1ccc(-c2[nH]ncc2CN2C[C@@H]3CCC[C@H]2C3)c(F)c1	96	96	103	0	-1	98	-1	-4	99	97	-7
Cc1ccc(-n2nnnc2SCc2nnc(-c3ccccc3Br)o2)c(C)c1	97	100	97	0	-5	101	-1	-5	104	97	0
CCOc1ccc(C(=O)Nc2ccncc2)cc1	98	99	98	-1	-1	98	-1	0	101	100	-2
Cc1ccccc1Nc1nc(NCc2ccco2)c2ccccc2n1	98	100	99	0	0	102	-3	-10	100	101	-2
O=C(CCc1cnccn1)NC1CCCc2c1cnn2-c1ccc(F)cc1F (stereo not given)	98	101	97	0	2	100	-2	-1	102	100	-4
CC(=O)NCCC(Cc1ccccc1)c1ccco1 (stereo not given)	99	106	106	2	-5	100	-1	-6	106	101	-15
COc1ccc(-c2nsc3c(N4CCCCC4C)ncnc23)cc1 (stereo not given)	96	93	95	-1	-4	94	0	-7	96	95	-14
Nc1nc(-c2ccco2)nn1S(=O)(=O)c1ccccc1	98	99	105	-3	0	102	0	-5	102	98	-6
COc1cccc(Cn2nnc(C(=O)NCc3ccc4c(c3)OCO4)c2N)c1	95	94	95	0	-2	97	-1	0	98	94	-7
Cc1[nH]c2ccc(Br)cc2c(=O)c1CN1CCCCC1	94	102	99	0	-1	99	-1	0	98	97	-3
COc1cc(C(=O)NCc2ccc(-c3nc4ccccc4o3)cc2)cc(OC)c1OC	93	93	96	-3	-2	94	-3	-3	92	94	0
Cc1nc(CN(C)C(=O)c2cc(COc3ccc4ncccc4c3)on2)cs1	95	96	105	0	-1	97	0	-2	99	98	-4
CC(C)CC(C(=O)NCC1CCCO1)N(C(=O)Cn1nnc(-c2ccc(F)cc2)n1)c1ccccc1F (stereo not given)	92	88	97	4	-3	92	2	-3	87	96	-9
O=c1[nH]c(=O)n([C@H]2C[C@H](O)[C@@H](CO)O2)cc1F	100	107	102	-3	-2	102	-2	-4	101	105	0
O=C(CCC(=O)N/N=C/c1ccc(Br)s1)NCc1ccccc1	100	103	99	-2	-2	100	-3	-7	99	98	-3
O=C(COC(=O)C(Cc1ccccc1)NC(=O)c1ccccc1)c1ccccc1 (stereo not given)	99	99	103	0	-4	100	-4	-2	103	100	-2
O=C(CCNC(=O)c1ccccc1)N=Nc1c(O)[nH]c2ccccc12	?	?	?	2	-2	?	0	-2	?	?	-2
O=C(NCCN1CCOCC1)C(=O)NCC1OCCN1C(=O)c1ccc(Cl)cc1 (stereo not given)	102	105	99	0	-1	103	0	0	108	99	2
CCOCCCNC(=O)c1ccc(Br)cc1	96	96	96	0	0	99	0	0	96	98	1
CCOC(=O)c1c(C(C#N)C#N)cc(C)nc1C	95	97	100	0	-7	100	10	-7	102	97	-7
C#CCOCCOCCOCCNc1nc(N2CCN(C(=O)[C@H](CCC(=O)O)n3cc(C(N)Cc4ccc(O)cc4)nn3)CC2)nc(N2CCN(C(=O)[C@H](Cc3cc4ccccc4[nH]3)n3cc(C(N)CC(C)C)nn3)CC2)n1 (stereo not given in full)	95	96	100	0	-3	96	-1	-4	98	98	-5
CCn1cc(Br)c(C(=O)N(C)Cc2ccccc2)n1	100	102	101	0	-1	103	2	2	101	102	0
COc1ccc(/C=N/NC(=O)c2ccc(Br)o2)cc1Cn1cc([N+](=O)[O-])cn1	100	99	98	-4	-3	97	-7	-6	105	98	-2
CCCCSc1nc(C)cc(C)c1S(=O)(=O)c1ccccc1C	94	99	96	0	0	97	-2	1	96	96	0
COc1ccc(C(=O)/C=C/Nc2ccc([N+](=O)[O-])cc2C)cc1OC	93	92	95	4	-2	93	-1	-6	94	91	0

Some entries already given, reduced to Rac1 act GTP bind, Cdc42 wt and Bim-Bcl-XL:
SMILES | Rac1 act GTP bind | Cdc42 wt | Bim-Bcl-XL
O=C(CCC(=O)N/N=C/c1ccc(Br)s1)NCc1ccccc1 | 100 | 103 | -3
O=C(COC(=O)C(Cc1ccccc1)NC(=O)c1ccccc1)c1ccccc1 (stereo not given) | 99 | 99 | -4

New compounds follow.
SMILES	Rac1 act GTP bind	Cdc42 wt	Rab7 wt GTP bind	Bcl-W Bim block	Bcl-2 Bim block	HRas wt GTP bind	Bim-Bcl-XL	Bcl-B Bim block	Rac1 wt GTP bind	Rab2A wt mod	Bim-Bfl-1
N#Cc1c(C(F)(F)F)cc(C2CC2)[nH]c1=O	97	100	96	0	-9	99	-3	-9	103	97	-8
O=C(OCN1C(=O)c2ccccc2C1=O)c1cccs1	93	94	96	3	0	94	1	-2	91	98	2
COC(=O)[C@H](CCSC)NC(=O)NCc1ccccn1	98	102	95	-5	-11	99	-4	-6	102	99	-17
Oc1ccc(C[C@@H]2CNC(=S)N2CCCCC2CCCCC2)cc1	96	97	103	1	-1	100	-1	-11	100	99	-3
Cc1n[nH]c(=S)c2nn(-c3cccc(Cl)c3)c(C)c12	96	95	99	0	-7	97	1	-19	96	97	-4
CCOc1ccc(C(=O)Nc2cc(C)on2)cc1OCC	102	106	103	0	-8	103	-1	-8	112	101	-10
COc1cc(C(=O)Nc2ccc(S(=O)(=O)N3CCc4ccccc43)cc2)cc(OC)c1OC	97	103	105	0	-13	101	-6	-8	104	103	-17
CC(C)OCCCNC(=O)c1cccs1	98	103	102	0	0	102	0	0	101	101	1
CCOC(=O)C1CCCN(C(=O)c2ccc(C)cc2O)C1 (stereo not given)	96	97	97	-2	-4	96	-2	-4	93	96	-6
CC(=O)c1cccc(NC(=O)N2CCCC2C(=O)NCc2ccc(F)cc2)c1 (stereo not given)	100	102	101	1	-10	101	1	-11	103	101	-13

Record cards (already shown). Values in the order: Rac1 act GTP bind | Cdc42 wt | Rab7 wt GTP bind | Bcl-W Bim block | Bcl-2 Bim block | HRas wt GTP bind | Bim-Bcl-XL | Bcl-B Bim block | Rac1 wt GTP bind | Rab2A wt mod | Bim-Bfl-1
Shown for CCOC(=O)C1CCCN(C(=O)c2ccc(C)cc2O)C1 (stereo not given) : 96 | 97 | 97 | -2 | -4 | 96 | -2 | -4 | 93 | 96 | -6
Shown for COc1cc(C(=O)Nc2ccc(S(=O)(=O)N3CCc4ccccc43)cc2)cc(OC)c1OC : 97 | 103 | 105 | 0 | -13 | 101 | -6 | -8 | 104 | 103 | -17
Shown for Oc1ccc(C[C@@H]2CNC(=S)N2CCCCC2CCCCC2)cc1 : 96 | 97 | 103 | 1 | -1 | 100 | -1 | -11 | 100 | 99 | -3
Shown for Cc1n[nH]c(=S)c2nn(-c3cccc(Cl)c3)c(C)c12 : 96 | 95 | 99 | 0 | -7 | 97 | 1 | -19 | 96 | 97 | -4
